# miR-122 sensor: miR-122 inhibition in Huh7 cells; Huh7 miR-122 Renilla luciferase sensor, 48 h; neutral wells = 0, positive control = 100; activation (reporter increase), % at 12.5 µM; hit rate 0.3% among 340,000;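 active means mean replicate activation score at least 90 and every replicate individually at or above 90; inconclusive means only one of the two criteria met; inactive means neither criterion met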;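 further: higher luciferase means less miR-122 activity so hits act as miR-122 inhibitors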
# Casp6 inh: blocks human caspase-6 cleavage activity; inhibition, % at 12.5 µM; purified caspase-6, Z-VEID-R110 cleavage fluorescence; P55212; hit rate 0.53% among 350,000; AID 686996;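 active means mean inhibition across replicates at least about 35%, with every replicate also reaching that limit, limit read from the data; inconclusive means only one of the two criteria met; inactive means neither criterion met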;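 further: 0% = median of neutral control wells and 100% = no fluorescence left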
# ERAP1 inh: blocks human ERAP1 aminopeptidase activity. Q9NZ08. recombinant ERAP1, Leu-AMC fluorescence, 60 min. inhibition, % at 10.7 µM. hit rate 0.15% among 340,000;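 active means mean replicate inhibition of at least 30%, or all replicates individually reaching that 30% level; inactive means mean below 30% and not every replicate reaching it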;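 further: 0% = neutral control wells and 100% = L-leucinethiol positive control wells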
# Target sequence (Q9NZ08 whole entry, looked up): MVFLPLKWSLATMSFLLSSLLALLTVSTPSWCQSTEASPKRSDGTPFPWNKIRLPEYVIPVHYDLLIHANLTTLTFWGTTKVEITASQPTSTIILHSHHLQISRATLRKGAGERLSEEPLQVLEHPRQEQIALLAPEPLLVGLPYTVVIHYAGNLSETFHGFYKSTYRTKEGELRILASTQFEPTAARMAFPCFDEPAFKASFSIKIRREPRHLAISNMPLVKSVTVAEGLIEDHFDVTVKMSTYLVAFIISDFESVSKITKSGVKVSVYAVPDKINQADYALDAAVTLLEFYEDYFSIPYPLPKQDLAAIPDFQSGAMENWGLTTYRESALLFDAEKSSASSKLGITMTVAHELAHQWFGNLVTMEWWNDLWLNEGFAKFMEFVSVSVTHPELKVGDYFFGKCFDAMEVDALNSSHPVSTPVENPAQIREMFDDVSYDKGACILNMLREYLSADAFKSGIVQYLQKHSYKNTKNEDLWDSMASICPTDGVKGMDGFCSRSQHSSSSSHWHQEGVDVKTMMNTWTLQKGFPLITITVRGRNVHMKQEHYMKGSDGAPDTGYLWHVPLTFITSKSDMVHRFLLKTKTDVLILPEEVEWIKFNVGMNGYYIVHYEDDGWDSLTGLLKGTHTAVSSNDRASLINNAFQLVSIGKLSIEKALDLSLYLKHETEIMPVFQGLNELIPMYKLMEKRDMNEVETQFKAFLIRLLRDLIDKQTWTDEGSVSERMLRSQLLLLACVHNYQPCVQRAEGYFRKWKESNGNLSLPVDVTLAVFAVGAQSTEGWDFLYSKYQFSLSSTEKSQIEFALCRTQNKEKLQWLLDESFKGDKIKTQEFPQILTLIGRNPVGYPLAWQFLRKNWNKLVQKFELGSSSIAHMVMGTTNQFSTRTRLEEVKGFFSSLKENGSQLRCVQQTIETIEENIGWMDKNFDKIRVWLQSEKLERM
# DENV2 CPE: protects cells from dengue virus 2 cytopathic effect; DENV2-infected cells, cytopathic effect rescue, plate reader; CPE inhibition, % at 9.99 µM; hit rate 1.7% among 350,000; in the data active means CPE inhibition above about 20%, passing the limit was not always enough; inconclusive means no clear call, values can overlap the other calls; tested in BHK-21 cells;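 further: 0% = median of neutral control wells and 100% = median of positive control wells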
# CFTR F508del cor: correctors of CFTR F508del function in bronchial epithelial cells | CFBE cells, YFP halide quenching; stimulated with forskolin plus potentiator P3; % fluorescence drop versus neutral controls | activity (quench increase), % at 7.58 µM | hit rate 0.36% among 350,000;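 active means mean added fluorescence quench of at least 8% versus neutral control, with both replicates also reaching 8%; inconclusive means only one of the mean or replicate conditions met; inactive means mean below 8% and not both replicates reaching 8%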;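 further: cells transiently co-express mutant CFTR-F508del with the halide-sensitive YFP; corrector assay measuring rescue of mutant channel to the surface after 24 h compound exposure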
# ERp5 block: blocks human ERp5 reductase activity on insulin | hit rate 0.05% among 350,000 | inhibition, % at 9.99 µM | AID 651711 | Q15084 | ERp5 insulin aggregation, absorbance 650 nm, 90 min;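 active means mean replicate inhibition above about 25%, with every replicate also reaching it, limit read from the data, passing the limit was not always enough; inconclusive means only one of those two criteria met; inactive means neither criterion met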
# SIRT5 block: sirtuin-5 (human) deacylase inhibition; hit rate 1.1% among 330,000; Purified SirT5, succinyl-peptide AMC, trypsin-coupled fluorescence; inhibition, % at 15 µM; in the data active means inhibition above about 15%; inconclusive means no clear call, values can overlap the other calls
# * hit, by the source's call; ? = inconclusive; · = no result given; [ ] = remark or other dose. Rows are unselected; about 4% have a hit in one of these screens.
SMILES,miR-122 sensor,Casp6 inh,ERAP1 inh,DENV2 CPE,CFTR F508del cor,ERp5 block,SIRT5 block
COc1ccc(NC(=O)N(C)C[C@H]2Oc3cc(C#CCN(C)C)ccc3S(=O)(=O)N([C@H](C)CO)C[C@@H]2C)cc1,14[16.7 µM],-4,1,7,0.3,-9,0
COc1cc(NC(=O)CN2CCC(C(N)=O)(N3CCCCC3)CC2)c(OC)cc1Cl,·,2,1,1,-1.4,-3,-1
CC1=C(C(=O)OC(C)C)C(c2c(O)ccc3ccccc23)NC(=O)N1 (stereo not drawn),-3,-1,1,7,-0.8,-4,-4
C=CCn1c(SCC(=O)Nc2cccc(S(=O)(=O)N(C)c3ccccc3)c2)nnc1C1CC1,1,5,-4,-3,-0.6,-1,-4
COc1cccc(/C=N/Nc2nc3ccccc3[nH]2)c1O,-24,1,-2,1,-3.4,-3,-2
Cc1oc2c(c(C)nn2-c2ccccc2)c(=O)c1Cl,·,-1,-2,?,-1.9,-3,·
O=[N+]([O-])c1ccc(CP(=O)(c2ccccc2)c2ccccc2)cc1,12,3,2,6,3.1,2,-3
FC(F)(F)c1cc(C(F)(F)F)c2ccc(N3CCN(c4ncccn4)CC3)nc2n1,0,-6,2,1,-2.7,0,1
O=C(NCC1CC1)[C@@H]1N[C@@H]2c3ccc(-c4ccccc4F)c(=O)n3C[C@@H]2[C@H]1CO,-3[16.7 µM],0,3,4,0.8,-3,0
COc1ccc(CCNC(=O)c2ccccc2-c2ccccc2C(=O)O)cc1OC,·,-1,-2,6,-1.8,6,-3
C[C@@H]1CN([C@@H](C)CO)C(=O)Cc2cc(NC(=O)NC3CCCCC3)ccc2O[C@@H]1CN(C)Cc1ccc(Cl)c(Cl)c1,-1[16.7 µM],0,-1,59*,5.5,-5,-3
CCN1/C(=C2\C(=O)N(c3ccccc3)N=C2C)C=Cc2cc(C)ccc21,·,0,4,2,4.7,-5,3
CC=Cc1ccc2n(c1=O)C[C@H]1[C@H](CO)[C@@H](C(=O)NCC)[C@@H]2N1CC1CCOCC1 (mixture of isomers),-2[16.7 µM],2,0,-1,1.2,-2,-22
C=CCN([C@H](C(=O)OC)C(C)C)S(=O)(=O)CCNCc1ccccc1,-1,1,-6,2,-2.8,-2,-6
CCOC(=O)c1sc(NC(=O)C(CC)OC(=O)c2ccco2)nc1C (stereo not drawn),1,5,5,-4,2.9,-2,-1
C[C@@H](O)C#Cc1ccc2c(c1)O[C@@H](CN(C)C(=O)C1CC1)[C@@H](C)CN([C@@H](C)CO)S2(=O)=O,-4[16.7 µM],1,0,9,1.7,2,1
COc1ccc2c3c([nH]c2c1)[C@H](CO)NCC31CCN(C(=O)Cc2ccccc2)CC1,·,·,2,-2,1.5,-2,·
C=CCc1c(C)nc2c(OC)cccc2c1Cl,-2,2,-2,-4,-0.6,4,-6
CCOc1ccc(NS(=O)(=O)c2ccc(NC(=O)c3ccccn3)cc2)cc1,3,7,-3,-2,-4.3,-2,2
Cc1cccc(-c2ccc3c(c2)[C@@H]2C[C@H]4[C@@H](CN2CC3)[C@H](C)ON4C)c1,·,-12,-1,-9,-3.1,1,-2

# A different layout for 6 compounds above.
SMILES | miR-122 sensor | Casp6 inh | ERAP1 inh | DENV2 CPE | CFTR F508del cor | ERp5 block | SIRT5 block
C=CCN([C@H](C(=O)OC)C(C)C)S(=O)(=O)CCNCc1ccccc1 | -1 | 1 | -6 | 2 | -2.8 | -2 | -6
CC=Cc1ccc2n(c1=O)C[C@H]1[C@H](CO)[C@@H](C(=O)NCC)[C@@H]2N1CC1CCOCC1 (mixture of isomers) | -2[16.7 µM] | 2 | 0 | -1 | 1.2 | -2 | -22
CCOC(=O)c1sc(NC(=O)C(CC)OC(=O)c2ccco2)nc1C (stereo not drawn) | 1 | 5 | 5 | -4 | 2.9 | -2 | -1
C[C@@H]1CN([C@@H](C)CO)C(=O)Cc2cc(NC(=O)NC3CCCCC3)ccc2O[C@@H]1CN(C)Cc1ccc(Cl)c(Cl)c1 | -1[16.7 µM] | 0 | -1 | 59* | 5.5 | -5 | -3
C=CCc1c(C)nc2c(OC)cccc2c1Cl | -2 | 2 | -2 | -4 | -0.6 | 4 | -6
CCN1/C(=C2\C(=O)N(c3ccccc3)N=C2C)C=Cc2cc(C)ccc21 | · | 0 | 4 | 2 | 4.7 | -5 | 3

# (listing goes on)
SMILES,miR-122 sensor,Casp6 inh,ERAP1 inh,DENV2 CPE,CFTR F508del cor,ERp5 block,SIRT5 block
COc1cc(NC(=O)C2(C)CCCN2C(=O)C(C)C)cc(OC)c1OC (stereo not drawn),8,-3,0,16,2.5,6,-4
O=c1[nH]c2ccc(S(=O)(=O)Nc3ccccc3O)cc2[nH]1,0,0,-2,10,0.2,7,4
COc1cc(CN2CCCC(N3CCN(c4ccccc4C)CC3)C2)cc(Cl)c1O (stereo not drawn),-5,-4,-2,-3,1.4,3,0
Cc1noc(C)c1NC(=O)Nc1cccc2c1O[C@@H](CN(C)C(=O)Nc1ccc3c(c1)OCO3)[C@@H](C)CN([C@H](C)CO)C2=O,-1,2,-1,7,6.0,1,-7
Cc1ccc(S(=O)(=O)NCc2csc(C)n2)cc1,6,1,-4,-7,2.1,4,-1
CCOc1ccc(C(C(=O)NC(C)(C)C)N(CCOC)C(=O)CCC(=O)Nc2nccs2)cc1 (stereo not drawn),-6,0,0,3,-0.7,1,1
C[C@H](NC(=O)[C@@H]1CCCN1C(=O)[C@@H]1CCCN1)c1ccccc1,·,0,-4,-8,0.6,7,-1
COc1c(C)cccc1C(=O)Nc1cc(-c2nn3c(C)nnc3s2)ccc1C,0,-1,·,5,-2.6,6,·
COc1ccc(C(=O)Nc2nc3ccccc3[nH]2)cc1S(=O)(=O)N1CCOCC1,-1,3,0,2,-0.1,-12,1
COCCCNC(=S)N1CCN(Cc2ccc3c(c2)OCO3)CC1,4,0,-3,9,-1.7,1,0
CCCCn1c(N)c(N(CCC(C)C)C(=O)C2CCCC2)c(=O)[nH]c1=O,-14,-4,2,-5,2.2,-3,-1
O=C(NC1CCCCC1)C(c1cccnc1)N(C(=O)CCl)c1ccccc1Cl (stereo not drawn),·,-11,0,0,6.7,3,-18
Cc1ccc(CNC(=O)[C@@H](NC(=O)Cc2ccccc2)C(C)C)cc1,1,-3,-2,5,0.7,-3,-2
CCOC(=O)[C@H]1[C@H]2COc3ccc(Cl)cc3[C@@H]2N2C(=O)c3ccccc3NC(=O)[C@@]12C,-8,0,-2,-5,2.4,3,1
CN(C)CC/C=C1\c2ccccc2COc2ccccc21,-2,-8,-2,6,0.1,-1,-2
O=C(COC(=O)CNC(=O)c1ccccc1)NCCc1ccccc1,·,1,1,-5,-0.3,3,-2
O=C(N/N=C/C=C/c1ccccc1[N+](=O)[O-])c1cc(-c2ccccc2)n[nH]1,·,-4,6,-4,·,1,4
C[C@H](CO)N1C[C@H](C)[C@H](CN(C)S(=O)(=O)c2ccc(-c3ccccc3)cc2)OCc2cnnn2CCCC1=O,-3[16.7 µM],-2,-3,-2,-3.1,2,2
CC(CCCN1CCCC1)Nc1ccnc2cc(Cl)ccc12 (stereo not drawn),-10,-34,-26,?,3.9,6,-3
CCNC(=O)C[C@H]1CC[C@H](NS(=O)(=O)c2ccc(F)cc2)[C@@H](CO)O1,·,-1,-3,0,-1.4,1,1
Cc1ccc(-c2nc(N)sc2-c2ccc(C)cc2)cc1,·,2,-1,-7,3.0,-2,·
Fc1ccc(-c2c[nH]c(=S)n2Cc2ccccc2)cc1,·,3,4,3,5.3,-3,-5
Cc1ccc(S(=O)(=O)Nc2ccc3c(c2)C(=O)N([C@H](C)CO)C[C@@H](C)[C@@H](CN(C)Cc2ccc4c(c2)OCO4)OCCCC[C@@H](C)O3)cc1,-7[16.7 µM],-5,-3,-12,2.0,-1,5
C[C@H](O)[C@@H]1CN2CCc3c([nH]c4c(-c5ccccc5)cccc34)[C@@H]2C[C@@H]1N(C)C(=O)Nc1ccccc1,·,-6,-1,16,-0.4,4,2
Nc1nn(-c2ccccc2)c2ccc([N+](=O)[O-])cc12,·,3,-1,3,0.7,0,1
COC(=O)C1=C(C)N(Cc2ccccc2)C(=O)N[C@H]1c1cccs1,-1,3,-2,-4,0.5,1,-2
O=C(CSc1nc(=O)n2ccccc2n1)NCc1ccc2c(c1)OCO2,·,1,0,-4,1.1,4,0
Cc1nc(SCc2ccccc2)c2oc3ccccc3c2n1,-8,0,2,1,-1.5,1,1
FC(F)(F)c1ccc2c(c1)N1CCCC1CN2 (stereo not drawn),-12,1,-1,·,0.4,-12,-2
COc1ccccc1OCC#CCn1ccnc1,·,-5,0,·,-1.2,-1,1
O=C(CCN1CCCCC1)NCC[C@@H]1CC[C@@H](NS(=O)(=O)c2cccc(F)c2)[C@@H](CO)O1,·,-7,-2,-2,-0.9,-1,2
COC(=O)c1cnn(-c2ccccc2)c1-n1cccc1C=O,-6,-2,2,-2,0.0,-5,-4
CCN1/C(=C2\C(=O)N(C)C(=S)N2C)C=Cc2ccccc21,·,1,7,-2,-1.5,1,-2
COc1cccc(NC(=O)N[C@H]2CC[C@H](CC(=O)Nc3ccc(-c4ccccc4)cc3)O[C@H]2CO)c1,-18[16.7 µM],-1,1,-6,0.2,3,0
COc1ccccc1NC(=O)OCC#CCOC(=O)Nc1ccccc1OC,-4,0,-1,-3,1.1,3,-2
O=C(NCc1ccccc1)c1ccc2ccccc2n1,-2,4,2,-3,-0.6,5,0
O=C(NCC1CCCCC1)[C@H]1[C@H](CO)[C@H]2Cn3c(cccc3=O)[C@@H]1N2CCc1ccccc1,·,-1,0,109*,·,-1,18*
COc1ccc2cc(S(=O)(=O)NCc3cccnc3)ccc2c1,37,6,1,-1,2.3,3,4
COc1ccc(Cc2nnc(SCC(=O)Nc3ccc(C)c(C)c3)o2)cc1OC,-5,-5,2,13,1.8,3,-2
CC(C)(C)NC(=O)NC(=O)CSc1cccc(C(F)(F)F)c1,·,4,2,14,-2.0,1,-1
COc1cccc(-c2cc(N3C(=O)Nc4ccccc4N3O)n[nH]2)c1,0,-5,3,3,?,-3,2
CO[C@@H]1CN(C)C(=O)c2ccc(NS(=O)(=O)c3ccc(Cl)cc3)cc2OC[C@@H](C)N(C)C[C@H]1C,-8[16.7 µM],-1,-5,-5,0.7,6,-9
C[N+](C)(C)C(Cc1ccccc1)C(=O)[O-] (stereo not drawn),-1,3,0,-3,-0.9,1,2
COc1ccccc1C(=O)NC(CCSC)C(=O)OCC(=O)N1CCN(S(=O)(=O)c2ccc(C)cc2)CC1 (stereo not drawn),-2,1,1,-5,-2.5,4,1
O=C(CSc1nccc(=O)[nH]1)NC1CCCCCC1,-4,2,0,9,-1.2,-5,-2
C[C@H](NC(=O)c1nc[nH]c1C(=O)N1CCc2ccccc2C1)C(=O)OC(C)(C)C,4,7,-3,·,1.0,6,0
CC(C)CCN1C(=O)c2ccccc2C1c1nnnn1-c1ccc2c(c1)OCCO2 (stereo not drawn),·,1,·,-2,-5.0,-2,25*
O=C(c1ccco1)N1CCN(S(=O)(=O)c2ccc([N+](=O)[O-])cc2)CC1,·,-6,-1,-7,3.2,6,0
CC(C)C1C(=O)N(Cc2cn(CCC3OCCCO3)nn2)CCS(=O)(=O)N1Cc1ccc(-c2cccc(CO)c2)cc1 (stereo not drawn),2,3,·,-2,1.6,-3,2
CCc1ccc(OC2(C)CCN(Cc3ccc4c(c3)OCCO4)C2)cc1 (stereo not drawn),8,-1,-4,?,1.9,-9,-7

# Next structures follow.
SMILES,miR-122 sensor,Casp6 inh,ERAP1 inh,DENV2 CPE,CFTR F508del cor,ERp5 block,SIRT5 block
CCCn1nnc(NC(=O)/C=C/c2cc(Br)ccc2OC)n1,-3,-1,-5,4,-0.6,-3,4
COC(=O)[C@]12CCCCC=C1N(Cc1ccccc1)C(=O)[C@H](CC(=O)NCc1cccc(C(F)(F)F)c1)C2,·,-1,·,7,-2.1,-2,1
Cc1ccc(C(=O)N=c2sccn2C)o1,-1,-2,4,6,-0.1,-2,4
CC(C)C(C(=O)O)N1C(=O)C2C3CCC(C3)C2C1=O (stereo not drawn),-4,-1,1,-4,-2.9,-3,-3
CC(C)C#Cc1ccc([C@@H]2[C@@H](C#N)N(C(=O)C3CC3)[C@H]2CO)cc1,·,0,4,-5,-0.2,4,3
Cc1ccc(S(=O)(=O)N(C)C)cc1NC(=O)C1CCCCN1S(=O)(=O)c1ccccc1 (stereo not drawn),·,-3,1,1,-11,4,0
